From PubChem BioAssay
CDK5 p35 inh: inhibitors of human CDK5/p35 kinase. inhibition, % at 10 µM. 330,000 compounds, 0.01% hits. Recombinant CDK5/p35, ADP-Glo luminescence, 60 min. Q00535+Q15078;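 active = highest replicate inhibition of at least 50% and at least 75% of replicates reaching 50%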;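 note: plate controls were DMSO neutral control for no effect and GW8510 at 10 µM for full effect; many of its hits are not listed in these tables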
MITF TRPM1 HTS: MITF TRPM1 promoter activation in melanoma cells; 300,000 compounds, 0.75% hits; AID 588334; activation, % at 12.5 µM; SK-MEL-5 TRPM1-promoter luciferase, 24 h; % of positive control, neutral wells = 0;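 active = mean activation of at least 80% with every replicate also reaching 80%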;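 note: 0% = neutral control wells and 100% = parthenolide positive control wells; values of inactives mirror those of a sister screen read the other way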
cardiac RTF act: cardiac RTF calcium sensitization. AID 493008. activation, % at 7.2 µM. P19429+P45379. IANBD-labeled TnC RTF fluorescence at EC20 calcium; 0% EC20 calcium, 100% full calcium. 340,000 compounds, 0.24% hits;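 active = activation above the mean over all tested compounds plus 3 SD, cut at about 30% in these data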;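 note: rise in fluorescence read as greater calcium sensitivity of cardiac thin filaments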
Wnt act: activates Wnt/beta-catenin signaling in a reporter cell assay; activator, plate reader; activation, % at 9.35 µM; 300,000 compounds, 1.2% hits; AID 743398; in the data active = activation above about 30%, passing the limit was not always enough;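 note: 0% = neutral control wells and 100% = positive control wells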
SR-BI uptake up: activators of SR-BI mediated HDL lipid uptake | 320,000 compounds, 0.096% hits | CHO ldlA[mSR-BI] cells, DiI-HDL uptake fluorescence, 3 h; 100 = double the neutral-control signal | activation, % at 12.5 µM;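 active = mean replicate activation of at least 60% and every replicate at or above 60%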;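 note: 0% = median plate neutral-control signal and 100% = twice that signal; values of inactives mirror those of a sister screen read the other way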
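Material: SR-BI-overexpressing, LDLR-lacking CHO cells | Dosing: Single compound concentration, delivered by pin transfer | Probe or stimulus: Labelled HDL, 10 µg/mL | Signal: Bottom-read cell fluorescence after medium removal, ex 550/em 595 nm | Schedule: 3 h, 37 °C | Evaluation: HDL uptake via cellular fluorescence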
Rtt109 HAT inh: C. albicans Rtt109 histone acetyltransferase inhibition. purified Rtt109/Vps75, ThioGlo CoA-SH fluorescence, 4 h. inhibition, % at 34.9 µM. 330,000 compounds, 0.16% hits;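 active = inhibition of at least 50% in every replicate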
dFosB act: enhances mouse delta FosB homodimer DNA binding | 340,000 compounds, 0.99% hits | AID 493131 | activation, % at 25 µM | P13346 | purified delta FosB, TAMRA-CDK5 oligo fluorescence polarization; percent of positive-control signal above neutral wells;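 active = mean activation above about 17%, with every replicate also reaching it, limit read from the data, passing the limit was not always enough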;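 note: fluorescence polarization rise as delta FosB binds a TAMRA Cdk5 AP-1 oligo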
Target sequence (P13346 whole entry, looked up): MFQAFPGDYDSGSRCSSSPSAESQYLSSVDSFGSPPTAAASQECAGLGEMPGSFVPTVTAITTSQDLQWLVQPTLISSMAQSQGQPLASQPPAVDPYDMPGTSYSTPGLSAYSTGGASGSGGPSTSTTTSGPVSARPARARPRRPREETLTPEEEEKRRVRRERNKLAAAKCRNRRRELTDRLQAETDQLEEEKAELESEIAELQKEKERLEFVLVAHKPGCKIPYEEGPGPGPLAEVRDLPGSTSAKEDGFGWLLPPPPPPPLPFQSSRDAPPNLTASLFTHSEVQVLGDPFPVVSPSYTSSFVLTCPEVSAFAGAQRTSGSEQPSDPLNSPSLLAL
SR-BI HDL uptake: mouse SR-BI HDL lipid transfer inhibition. AID 488896. inhibition, % at 12.5 µM. 320,000 compounds, 0.96% hits. ldlA[mSR-BI] CHO cells, DiI-HDL uptake fluorescence, 3 h;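 active = mean replicate inhibition of at least 70% and a set share of replicates each scoring 70 or more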;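 note: 0% = median of neutral control wells and 100% = median of positive control wells; values of inactives mirror those of a sister screen read the other way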
HTR5A ag ctr: activates human HTR5A in OPRM1-OPRD1 agonist counter-screen | P47898 | activation, % at 9.3 µM | HTR5A agonist assay, luminescence, cell-based | 340,000 compounds, 0.61% hits; in the data active = activation mostly above about 9.5%, no sharp cut-off; inactive = mostly below about 7.6%;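 note: 0% = cells with vehicle only and 100% = reference agonist; strong numbers were not always called active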
Target sequence (P47898 whole entry, looked up): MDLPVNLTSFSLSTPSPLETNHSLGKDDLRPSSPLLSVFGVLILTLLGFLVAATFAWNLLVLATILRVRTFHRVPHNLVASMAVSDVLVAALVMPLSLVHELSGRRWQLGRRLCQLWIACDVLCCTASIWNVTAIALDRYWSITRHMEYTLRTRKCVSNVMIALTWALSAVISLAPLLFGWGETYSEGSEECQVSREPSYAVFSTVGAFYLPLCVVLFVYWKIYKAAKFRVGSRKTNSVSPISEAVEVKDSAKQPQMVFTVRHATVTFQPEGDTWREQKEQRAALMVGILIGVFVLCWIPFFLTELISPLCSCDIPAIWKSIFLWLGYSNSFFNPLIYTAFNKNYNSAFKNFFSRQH
PvdQ acylase: blocks Pseudomonas aeruginosa PvdQ acylase activity. purified PvdQ acylase, fluorescence plate reader. inhibition, % at 10 µM. 340,000 compounds, 0.063% hits; in the data active = inhibition above about 30%, passing the limit was not always enough;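 note: 0% = vehicle neutral wells and 100% = reference inhibitor wells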
An asterisk follows results filed as active; · = not tested or not shown.

Values run as follows: CDK5 p35 inh, MITF TRPM1 HTS, cardiac RTF act, Wnt act, SR-BI uptake up, Rtt109 HAT inh, dFosB act, SR-BI HDL uptake, HTR5A ag ctr, PvdQ acylase
1: Cc1ccc(CN2CCSc3ccc(C(=O)N4CCN(c5ncccn5)CC4)cc32)cc1
  -1.5, 1.0, 2.0, ·, -27.3, 8.5, -3.0, 27.3, 5.4, -10.9
2: O=C1c2ccccc2NC(c2ccc(O)cc2)N1c1ccccc1 (stereo not given)
  -0.5, 55.2, -7.3, 6.0, 12.9, -2.3, -3.1, -12.9, -1.9, -9.6
3: Cn1cccc1/C=N/N1CCN(Cc2ccc(Cl)cc2)CC1
  -2.7, -3.3, 0.8, -0.8, -14.4, 2.5, -3.4, 14.4, -2.2, -4.9
4: CNC(=O)/C(C#N)=C/c1c(N(Cc2ccccc2)Cc2ccccc2)nc2c(C)cccn2c1=O
  -0.2, -8.4, -1.4, -4.0, -6.5, -1.3, -22.1, 6.5, 0.6, 6.8
5: CC(C)(O)[C@@H]1CC[C@@](C)(C2CC[C@]3(C)C2[C@H](O)CC2[C@@]4(C)CC[C@H](O)C(C)(C)C4[C@@H](O[C@H]4O[C@@H](CO)[C@H](O)[C@@H](O)[C@@H]4O[C@@H]4O[C@H](CO)[C@@H](O)[C@H](O)[C@H]4O)C[C@]23C)O1 (stereo in doubt)
  -1.0, 4.3, 4.6, 3.8, 13.7, -4.7, -7.7, -13.7, 2.8, -16.2
6: CCOC(=O)C(CC)(CC)C(=O)/C=C/c1cccc(Br)c1
  1.4, -29.4, -1.8, ·, -5.0, -5.5, -3.2, 5.0, 5.6, -8.5
7: CC(=O)c1ccc(OCC(=O)N2CCCC2c2ccc3c(c2)OCCCO3)cc1 (stereo not given)
  -3.8, 8.0, 1.1, -0.8, -3.7, 2.1, -4.3, 3.7, 1.2, -9.4
8: O=C(Cn1nnc(-c2ccccc2)n1)N/N=C/c1cccc([N+](=O)[O-])c1
  -1.0, -5.7, 2.6, -0.1, 36.7, -2.0, -13.0, -36.7, 3.1, -12.4
9: CCOC(=O)c1c(C)[nH]c(C(=O)OCC(=O)Nc2cc(C)nn2-c2ccccc2)c1C
  0.8, 1.5, 0.7, -1.9, -4.2, -5.1, 8.0, 4.2, -7.7, -17.8
10: Cc1cc(C)c(C(=O)N(CCN(C)C)CC2CCCN(Cc3ccccc3F)C2)o1 (stereo not given)
  0.7, 12.4, -3.1, -0.2, 1.4, 29.6, -10.5, -1.4, -5.4, 2.6
11: COc1ccccc1NC(=O)c1ccccc1S(=O)(=O)c1ccc([N+](=O)[O-])cc1
  -0.4, -11.6, -0.7, 22.4, -33.1, 6.3, -2.1, 33.1, 6.4, -6.3
12: COc1ccc(-c2cc(C(=O)N/N=C(\C)c3cccnc3)c3ccccc3n2)c(OC)c1
  -0.9, 3.8, -1.5, 1.2, -35.6, -3.2, -10.6, 35.6, 1.0, 7.3
13: CN(Cc1ccccc1)C(=O)CCC1CCN(C(=O)CCC(F)(F)F)CC1
  0.1, 37.5, 1.4, 11.8, -6.5, -7.9, -0.3, 6.5, 2.3, -17.9
14: CC(C)COc1ccc(C(=O)OCC(=O)NCCC2=CCCCC2)cc1
  0.1, -1.0, -11.5, -0.4, -13.1, -1.4, -4.8, 13.1, 5.8, 7.3
15: Cc1cc(=O)n2nc(N3CCCC(C(=O)N4CCN(C)CC4)C3)sc2n1 (stereo not given)
  0.4, 4.2, 2.2, ·, 11.9, -17.5, -3.7, -11.9, 4.2, -13.7
16: COc1cc(NC(=O)c2cc(OC)c(OC)c(OC)c2)ccc1NC(=O)c1cccs1
  -6.5, 9.8, 0.1, -0.4, -56.4, -2.2, -9.3, 56.4, 5.0, 3.8
17: Cc1cccc(NC(=O)CCOc2ccccc2)c1C
  0.0, -0.9, 1.8, 1.7, 7.8, 10.4, -16.8, -7.8, -1.8, 8.8
18: CCCCn1c(N)c(N(CCOC)C(=O)CSc2nc3ccc(C)cc3[nH]2)c(=O)[nH]c1=O
  -1.0, ·, -0.8, -5.1, 2.2, ·, 2.6, -2.2, -1.1, -6.6
19: COc1ccc(Cn2c(/C=C/c3ccccc3)nc3ccccc32)cc1
  -0.5, 86.6*, -3.7, 84.0*, -21.0, -3.4, 2.6, 21.0, -3.9, 3.1
20: O=C(CSc1ccc2c(c1)OCCO2)Nc1ncc(Cl)cc1Cl
  1.9, 9.8, -2.4, ·, 7.9, -7.7, -0.7, -7.9, -0.1, -12.9
21: CCN1CCN(Cc2nc3ccc([N+](=O)[O-])cc3c(=O)n2-c2ccc(OC)cc2OC)CC1
  0.3, -9.7, -2.2, 2.1, 19.0, 0.1, -11.2, -19.0, 3.1, -13.9
22: CCc1nnc(NC(=O)CSc2nnc(COc3ccccc3)n2-c2ccc(C)cc2)s1
  0.2, 7.3, -3.7, ·, 9.3, 1.0, -3.0, -9.3, 5.1, -3.3
23: Cc1ccc2cc(C#N)c(NCCNC(=S)NCCCN(C)C)nc2c1C
  -0.1, -61.4, 3.1, 0.0, -24.6, 8.8, 14.4, 24.6, 4.4, -7.0

A draw from above in order of length of the SMILES, low to high.
Values run as follows: CDK5 p35 inh, MITF TRPM1 HTS, cardiac RTF act, Wnt act, SR-BI uptake up, Rtt109 HAT inh, dFosB act, SR-BI HDL uptake, HTR5A ag ctr, PvdQ acylase
20: O=C(CSc1ccc2c(c1)OCCO2)Nc1ncc(Cl)cc1Cl
  1.9, 9.8, -2.4, ·, 7.9, -7.7, -0.7, -7.9, -0.1, -12.9
9: CCOC(=O)c1c(C)[nH]c(C(=O)OCC(=O)Nc2cc(C)nn2-c2ccccc2)c1C
  0.8, 1.5, 0.7, -1.9, -4.2, -5.1, 8.0, 4.2, -7.7, -17.8
18: CCCCn1c(N)c(N(CCOC)C(=O)CSc2nc3ccc(C)cc3[nH]2)c(=O)[nH]c1=O
  -1.0, ·, -0.8, -5.1, 2.2, ·, 2.6, -2.2, -1.1, -6.6

Compounds 22 through 23 of the list above:
Values run as follows: CDK5 p35 inh, MITF TRPM1 HTS, cardiac RTF act, Wnt act, SR-BI uptake up, Rtt109 HAT inh, dFosB act, SR-BI HDL uptake, HTR5A ag ctr, PvdQ acylase
22: CCc1nnc(NC(=O)CSc2nnc(COc3ccccc3)n2-c2ccc(C)cc2)s1
  0.2, 7.3, -3.7, ·, 9.3, 1.0, -3.0, -9.3, 5.1, -3.3
23: Cc1ccc2cc(C#N)c(NCCNC(=S)NCCCN(C)C)nc2c1C
  -0.1, -61.4, 3.1, 0.0, -24.6, 8.8, 14.4, 24.6, 4.4, -7.0
